Assay outcomes deposited in PubChem by PCMD.
FXIIa inh: human FXIIa protease inhibitors, primary screen, biochemical, single well; 0.2% of 33,000 active; Coagulation factor XII (Homo sapiens), P00748; AID 701, 2007; inhibition, % at 10 µM; purified human FXIIa, AMC substrate fluorescence, 2 h; in the data active means inhibition above about 30%;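 further: 0% = enzyme with vehicle only and 100% = no enzyme blank; many of its hits are not listed in these tables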
FXIa single inh: human FXIa protease inhibitors, primary screen, biochemical, single compound per well | Coagulation factor XI (Homo sapiens), P03951 | purified human FXIa, fluorogenic AMC substrate cleavage | inhibition, % at 10 µM | 0.3% of 33,000 active;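 active means inhibition above 40% in the primary screen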;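 further: 0% = enzyme without compound and 100% = blank wells lacking enzyme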
Target sequence (P03951 19-387 limits assumed): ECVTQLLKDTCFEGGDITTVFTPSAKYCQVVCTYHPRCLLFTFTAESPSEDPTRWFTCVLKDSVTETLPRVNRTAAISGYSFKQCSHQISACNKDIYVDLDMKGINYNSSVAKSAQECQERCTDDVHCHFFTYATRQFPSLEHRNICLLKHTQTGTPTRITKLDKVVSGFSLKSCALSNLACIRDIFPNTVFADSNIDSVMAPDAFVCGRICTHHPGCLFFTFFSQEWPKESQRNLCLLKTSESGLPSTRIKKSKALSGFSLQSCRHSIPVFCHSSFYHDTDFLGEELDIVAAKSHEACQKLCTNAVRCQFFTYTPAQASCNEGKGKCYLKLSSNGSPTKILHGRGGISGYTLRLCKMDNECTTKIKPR
Target sequence (P03951 388-625 limits assumed): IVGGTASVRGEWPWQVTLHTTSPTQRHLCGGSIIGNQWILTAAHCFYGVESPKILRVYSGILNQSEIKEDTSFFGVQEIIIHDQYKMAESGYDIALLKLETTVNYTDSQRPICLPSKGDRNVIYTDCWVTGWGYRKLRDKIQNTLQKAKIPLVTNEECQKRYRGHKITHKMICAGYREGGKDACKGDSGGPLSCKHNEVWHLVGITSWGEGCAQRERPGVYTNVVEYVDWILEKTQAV
* marks the source's active call; other numbers are inactive results. Not all compounds are listed. The share of hits here may be higher or lower than overall.

SMILES | FXIIa inh | FXIa single inh
CC(C)OC(=O)C(CC(=O)O)N1CCOCC1 (stereo not drawn) | 4 | 6
CCCC1=C(C(=O)OCC)C(c2c(C)nn(-c3ccccc3)c2Cl)C(C#N)=C(N)O1 (stereo not drawn) | 5 | 0
CCOc1ccc(C(=O)NC2CCN(C(=O)N3CCCC3)CC2)cc1 | -14 | 0
COC(=O)c1ccc(Cn2cnc3c(sc4nc(N5CCOCC5)c5c(c43)CCCC5)c2=O)o1 | 2 | -7
Cc1ccc(-n2nc3c(n2)/C(=N/O)CC/C3=N\O)cc1 | 8 | -5
COc1cccc(C(c2nnnn2Cc2ccc(F)cc2)N2CCC(C(N)=O)CC2)c1OC (stereo not drawn) | 5 | 8
C=CCSc1nc2ccccc2n1S(=O)(=O)c1ccc(Cl)cc1 | -11 | 2
Cc1cc(NC(=O)c2cncc(Br)c2)no1 | -12 | -72
O=C(O)C1CC=CCC1C(=O)NCCc1cccc(Cl)c1 (stereo not drawn) | 4 | 6
CCOCc1nc(N)[nH]c(=O)c1Cc1ccc(OC(C)C)cc1 | -1 | 0
Cn1nc(-c2ccc(C(=O)N3CCN(CCO)CC3)cc2)c2ccccc2c1=O | -7 | 25
COc1ccc(COCC(O)CN2CC(C)OC(C)C2)cc1OC (stereo not drawn) | -5 | -2
CC(C)=C(NC(=O)c1ccccc1)C(=O)NCCCC(=O)O | 4 | 4
CC1CCN(C(=O)CCc2ccc(S(=O)(=O)NC(C)(C)C)cc2)CC1 | 5 | -6
CCCCOC(=O)C1CCC[C@@H](C)N1 (stereo partly drawn) | 5 | 2
CCC(=O)N(C)/C=C1\Sc2ccccc2C1=O | 6 | -5
Cc1nc2ccccc2n1CCc1nc2c3ccccc3nc(SCC#N)n2n1 | 5 | 4
O=C(OCn1ncc(Br)c(Br)c1=O)c1c(F)cccc1F | 5 | 5
CCOC(=O)C(NCc1ccccc1OC)(NC(=O)c1ccccc1)C(F)(F)F (stereo not drawn) | 7 | -10
Cc1cc(C)c(NC(=O)CN(c2ccccc2)S(=O)(=O)N(C)C)c(C)c1 | 10 | -10
Cc1[nH]c(=O)[nH]c(=O)c1S(=O)(=O)N1CCCC(C(=O)NCCc2ccccc2)C1 (stereo not drawn) | 4 | 27
O=C1C2C(C(=O)N1CCc1ccccc1)C1C=CC2C12CC2 (stereo not drawn) | 0 | -3
CCOC(=O)c1c(C)n(C)c2ccc(OC)c(NC(=O)CN3CCN(C4CCCCC4)CC3)c12 | 4 | 10
Cc1ccccc1NC(=O)CSc1nc2ccccc2o1 | 11 | -8
CC(C)NC(=O)CSc1nnc(COc2ccccc2Cl)o1 | 6 | -8
Remaining list, next part:
SMILES | FXIIa inh | FXIa single inh
O=C1OC(c2ccc(O)cc2)(c2ccc(O)cc2)c2ccccc21 | 0 | 1
CC(C)CCNC(=O)NC(=O)COc1c(F)c(F)cc(F)c1F | 2 | -2
CCOC(=O)c1sc(=S)sc1SCc1cccc(C(F)(F)F)c1 | 2 | 0
O=C(c1ccc(Cl)c(S(=O)(=O)N2CCOCC2)c1)N1CCN(Cc2ccccc2)CC1 | 7 | -3
Cn1c(-c2ccc(F)cc2)cnc1NCc1ccc(F)cc1 | -16 | 31
CCOC(=O)c1ccc(-n2c(N)c(C(=O)NCC3CCCO3)sc2=S)cc1 (stereo not drawn) | 7 | -3
C=CCNC(=S)NNC(=O)C(CCC(C)C)CC(C)(C)O (stereo not drawn) | 5 | 27
Cc1ccc(CNc2oc(C)nc2C#N)cc1 | 6 | 0
Cc1ccc(C(=O)Nc2nc(C(C)(C)C)cs2)s1 | 8 | -10
CC1(C)CNC(=O)c2sc(NC(=O)CN3CCOCC3)nc2C1 | 10 | 0
O=C(Nc1ccccc1)NC1CS(=O)(=O)CC1O (stereo not drawn) | 8 | -6
CN(C)c1ccc(C(=O)c2ccc(N(C)C)c3ccccc23)cc1 | 11 | -1
Cc1cccc(C)c1NC(=O)C1(N(Cc2ccco2)C(=O)CC2NC(=O)NC2=O)CCCC1 (stereo not drawn) | 0 | -1
O=C(Cn1c(SCC(=O)N2CCc3ccccc3C2)nc2ccccc21)NC1CCCC1 | 4 | -10
COc1cccc(C2=NO[C@@H]3C(=O)N(Cc4ccccc4)C(=O)[C@H]23)c1OC | 9 | -4
CCOC(=O)c1sc2ncn(/N=C/c3cccnc3)c(=O)c2c1C | 1 | 1
COC(=O)C(O)(CC(=O)Nc1ccc(OC(F)(F)F)cc1)C(F)(F)F (stereo not drawn) | 5 | 0
CC1CCCC(NC(=O)CSc2nnnn2C)C1C (stereo not drawn) | 6 | -2
CCCCCc1ccc(-c2ccc(C(=O)O)cc2)nc1 | -13 | -1
COc1ccc(NC(=O)c2cccnc2N2CCCC2)cc1 | 6 | 20
Brc1ccc(-c2cn3c(n2)CCc2ccc4cccnc4c2-3)cc1 | 3 | -6
CC(C(=O)N1CCOCC1)N1c2cccc3cccc(c23)S1(=O)=O (stereo not drawn) | -11 | 1
COC(=O)C(Cc1ccc(O)cc1)NC(=O)c1ccccc1 (stereo not drawn) | 15 | 0
OC(COc1cccc2ccccc12)CN1CCCC1 (stereo not drawn) | -3 | -7
CCC1(C)Cc2ccccc2-c2nc(-c3ccccc3)oc(=O)c21 (stereo not drawn) | 7 | -5
The listing continues:
SMILES | FXIIa inh | FXIa single inh
O=C(NCCCN1CCCC1=O)Nc1ccc(F)c(Cl)c1 | 8 | 2
C=CCN(CC=C)S(=O)(=O)c1ccc(NC(=O)COc2ccccc2OC)cc1 | 3 | -4
Cc1ccc(S(=O)(=O)NCCC(=O)Nc2ccc3c(c2)OCO3)cc1 | 3 | 2
Cc1noc(NS(=O)(=O)c2ccc(NC(=O)CC34CC5CC(CC(Br)(C5)C3)C4)cc2)c1C | 11 | -8
CC(=NCCCn1ccnc1)c1c(O)n(Cc2ccccc2)c(=O)[nH]c1=O | 15 | -2
CCOC(=O)c1c(NC(C)=O)sc2c1C1CCN2CC1 | -10 | 3
COc1ccc(-c2noc(CCC(=O)N3CCN(c4cccc(C(F)(F)F)c4)CC3)n2)cc1 | 6 | 3
O=C(O)c1ccccc1Nc1cccc(C(F)(F)F)c1 | 4 | 15
CC(=O)Nc1cccc(NC(=O)c2cc(C)on2)c1 | 2 | -3
Cc1cc(C)c(S(=O)(=O)N2CCC(C(=O)NCc3ccc(Cl)cc3Cl)CC2)c(C)c1 | -15 | 26
CCN(CC)S(=O)(=O)c1cccc2cc(C(=O)O)c(O)cc12 | 8 | 3
C=CCNC(=S)NNC(=O)C(CCCC)CC(C)(C)O (stereo not drawn) | -3 | -2
O=c1oc(-c2ccccc2)nc2sc3c(c12)CCCC3 | -6 | 18
Cn1c(SCC(=O)NCCNC(=O)CSc2nnc(C(F)(F)F)n2C)nnc1C(F)(F)F | -15 | 18
O=C1CC(NCc2ccncc2)C(=O)N1c1ccc(Cl)cc1 (stereo not drawn) | 0 | -3
Cc1ccc(-n2nnc3c(=O)n(CC(=O)c4ccccc4)cnc32)cc1 | 6 | 2
CCC(C)c1ccc(NC(=O)CSc2nncn2N)cc1 (stereo not drawn) | -4 | -7
O=C(Nc1ncc2c(n1)CC(c1ccco1)CC2=O)c1ccccc1 (stereo not drawn) | -14 | 1
O=[N+]([O-])c1cc(/C=N/O)ccc1Sc1ccccc1 | 5 | 6
CC(=O)Oc1cc2oc(=O)cc(C)c2cc1OC(C)=O | -1 | 0
COc1ccc(-n2nnnc2SCC(=O)Nc2nc3c(s2)CCCC3)cc1 | 9 | -2
CC(c1cccnc1)N(CCN(C)C)C(=O)Nc1ccc(Cl)cc1 (stereo not drawn) | -10 | -13
O=C(Nc1ccccc1C(=O)O)c1ccc(NC(=O)c2ccc(Br)o2)cc1 | -14 | 27
CCCNC(=O)C(NS(=O)(=O)c1ccc2c(c1)c(=O)n(C)c(=O)n2C)c1ccccc1 (stereo not drawn) | 6 | 18
COC(=O)C1CC(=O)N(CCc2c[nH]c3ccccc23)C1 (stereo not drawn) | 1 | 14

Fetched by compound from above (2):
SMILES | FXIIa inh | FXIa single inh
CCC(C)c1ccc(NC(=O)CSc2nncn2N)cc1 (stereo not drawn) | -4 | -7
O=C(Nc1ncc2c(n1)CC(c1ccco1)CC2=O)c1ccccc1 (stereo not drawn) | -14 | 1

Remaining list, next part:
SMILES | FXIIa inh | FXIa single inh
Cc1ccc(SCC(=O)c2cc(C)c(OC(=S)N(C)C)c(C)c2)cc1 | -2 | 2
COc1ccc(N2CCN(C(=O)NC34CC5CC(CC(C5)C3)C4)CC2)cc1 | -3 | -6
N#Cc1cccc(C(c2nnnn2C2CCCC2)N2CCC(Cc3ccccc3)CC2)c1 (stereo not drawn) | -16 | 3
COc1ccc(OCc2nnc(SCC(=O)O)n2N)cc1 | 3 | -4
COc1ccccc1N1CCN(C(=O)CN(Cc2ccc(Cl)cc2)S(C)(=O)=O)CC1 | 8 | -3
COc1ccccc1Nc1nnc(C)c(=O)[nH]1 | 9 | 4
CCN(C(=O)c1cccc(F)c1)c1ccccc1C | 5 | -5
CN(c1cccc(NC(=O)CSc2ccc(Cl)cc2)c1)S(C)(=O)=O | 3 | 2
Cc1cc2c(C)nc(Cc3ccccc3)nc2o1 | 1 | -1
Cc1ccc(S(=O)(=O)N2CCC(C(=O)NCc3ccncc3)CC2)cc1 | 9 | 3
O=C(CCC(=O)c1cccs1)NCc1ccc(Cl)cc1 | 8 | -3
CC1CCCC(C)N1C(=O)c1cc(F)c(F)cc1Cl (stereo not drawn) | 0 | -3
Cc1ccc(NS(=O)(=O)c2ccc3c(c2)c(=O)n(C)c(=O)n3C)cc1F | -13 | -12
COc1cc2c(C(=O)O)c(C)n(CC(C)C)c2c2ccccc12 | 12 | -9
Cc1noc(C)c1C(=O)OCC(=O)NC(=O)NC12CC3CC(CC(C3)C1)C2 | 5 | 2
FC(F)(F)C(Oc1nc(Nc2ccc(Cl)cc2)nc(N2CCOCC2)n1)C(F)(F)F | 4 | -11
Cc1cc(C(=O)OC2CCOC2=O)c2ccccc2n1 (stereo not drawn) | 4 | -3
CCCCCCN=CC1=C(O)C(C(=O)OC)C(C)(C)CC1=O (stereo not drawn) | 3 | 1
CCCc1cc(=O)[nH]c(SCCOC(=O)c2ccccc2)n1 | 7 | -9
COc1ccc(CCCc2nnc(SCC(=O)Nc3cccc(C)c3)o2)cc1 | -3 | -2
CCCCCC(=O)Nc1ccc2oc(-c3cccnc3)nc2c1 | -1 | -3
Cc1ccc(Cn2ccc(=O)c(OCc3c(Cl)cccc3Cl)c2C)cc1 | -1 | -1
CC(C)NC(=O)NS(=O)(=O)c1cnccc1N1CCCCC1 | 8 | 0
O=C(c1ccccc1Br)N1CCN(c2ccccc2)CC1 | -12 | 0
CCCOCC1CC2(CC(C)(c3csc(N)n3)OC2=O)C(=O)O1 (stereo not drawn) | 3 | -8
Continuation.
SMILES | FXIIa inh | FXIa single inh
c1ccc2c(c1)ncn2-c1ncnc2sc3c(c12)CCCC3 | -16 | 32
O=C(c1cccs1)N(Cc1ccco1)c1nc(-c2ccc(F)cc2)cs1 | 8 | -10
CC(C)c1nc2sc3c(NCc4ccco4)ncnc3c2c2c1COC(C)(C)C2 | 4 | 1
Cc1nc2ccccc2n1CC(=O)NCCN1CCOCC1 | 0 | -5
Cc1ccc(CC2CC(=O)N(c3nc4ccccc4n3C)C2=O)cc1 (stereo not drawn) | -3 | -1
O=C(CN1C(=O)COc2ccccc21)NCc1ccccn1 | 4 | 0
CCOc1ccccc1C(=O)NC(CO)C(=O)O (stereo not drawn) | 9 | 0
O=C(NC1CCS(=O)(=O)C1)c1ccc(S(=O)(=O)NCC2CCCO2)cc1 (stereo not drawn) | 7 | -2
O=C(CC(NS(=O)(=O)c1ccc(Cl)cc1)c1ccco1)N1CCc2ccccc21 (stereo not drawn) | -15 | 17
CCCCn1cc(C(=O)c2cc(Br)ccc2O)cc(C#N)c1=O | 4 | -7

Some of the entries above in another layout:
The line under a structure holds: FXIIa inh, FXIa single inh
- Cc1cc(C(=O)OC2CCOC2=O)c2ccccc2n1 (stereo not drawn)
  4, -3
- CCCCCCN=CC1=C(O)C(C(=O)OC)C(C)(C)CC1=O (stereo not drawn)
  3, 1
- CCCc1cc(=O)[nH]c(SCCOC(=O)c2ccccc2)n1
  7, -9
- COc1ccc(CCCc2nnc(SCC(=O)Nc3cccc(C)c3)o2)cc1
  -3, -2
- CCCCCC(=O)Nc1ccc2oc(-c3cccnc3)nc2c1
  -1, -3
- Cc1ccc(Cn2ccc(=O)c(OCc3c(Cl)cccc3Cl)c2C)cc1
  -1, -1
- CC(C)NC(=O)NS(=O)(=O)c1cnccc1N1CCCCC1
  8, 0
- O=C(c1ccccc1Br)N1CCN(c2ccccc2)CC1
  -12, 0
- CCCOCC1CC2(CC(C)(c3csc(N)n3)OC2=O)C(=O)O1 (stereo not drawn)
  3, -8
- c1ccc2c(c1)ncn2-c1ncnc2sc3c(c12)CCCC3
  -16, 32
- O=C(c1cccs1)N(Cc1ccco1)c1nc(-c2ccc(F)cc2)cs1
  8, -10
- CC(C)c1nc2sc3c(NCc4ccco4)ncnc3c2c2c1COC(C)(C)C2
  4, 1
- Cc1nc2ccccc2n1CC(=O)NCCN1CCOCC1
  0, -5
- Cc1ccc(CC2CC(=O)N(c3nc4ccccc4n3C)C2=O)cc1 (stereo not drawn)
  -3, -1
- O=C(CN1C(=O)COc2ccccc21)NCc1ccccn1
  4, 0
- CCOc1ccccc1C(=O)NC(CO)C(=O)O (stereo not drawn)
  9, 0
- O=C(NC1CCS(=O)(=O)C1)c1ccc(S(=O)(=O)NCC2CCCO2)cc1 (stereo not drawn)
  7, -2
- O=C(CC(NS(=O)(=O)c1ccc(Cl)cc1)c1ccco1)N1CCc2ccccc21 (stereo not drawn)
  -15, 17
- CCCCn1cc(C(=O)c2cc(Br)ccc2O)cc(C#N)c1=O
  4, -7
